ABCB1 inh: human ABCB1 inhibition, ABCG2 as counter-screen; inhibition, % at 6.6 µM; 0.067% of 190,000 active; CCRF-Adr cells, JC-1 efflux, flow cytometry; P08183; in the data active means inhibition above about 40%;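 further: 0% = vehicle and 100% = reference inhibitor; higher value means more JC-1 retained so stronger ABCB1 efflux block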
Avidin bead fluor: avidin bead compound fluorescence profile. Avidin beads, compound fluorescence 488/530 nm, flow cytometry; stronger effect = higher value. fluorescence (KMESF) at 10 µM. 0.38% of 220,000 active. AID 1775; in the data active means fluorescence above about 47; further: inactives centre near 10
ABCG2 inh: inhibitors of human ABCG2 transporter, ABCB1 counter-screen | AID 1325 | IgMXP3 cells, JC-1 efflux, flow cytometry | Q9UNQ0 | inhibition, % at 6.6 µM | 0.1% of 190,000 active;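 active means inhibition above 80%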;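 further: 0% = DMSO and 100% = nicardipine control wells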
Target sequence (Q9UNQ0 whole entry, looked up): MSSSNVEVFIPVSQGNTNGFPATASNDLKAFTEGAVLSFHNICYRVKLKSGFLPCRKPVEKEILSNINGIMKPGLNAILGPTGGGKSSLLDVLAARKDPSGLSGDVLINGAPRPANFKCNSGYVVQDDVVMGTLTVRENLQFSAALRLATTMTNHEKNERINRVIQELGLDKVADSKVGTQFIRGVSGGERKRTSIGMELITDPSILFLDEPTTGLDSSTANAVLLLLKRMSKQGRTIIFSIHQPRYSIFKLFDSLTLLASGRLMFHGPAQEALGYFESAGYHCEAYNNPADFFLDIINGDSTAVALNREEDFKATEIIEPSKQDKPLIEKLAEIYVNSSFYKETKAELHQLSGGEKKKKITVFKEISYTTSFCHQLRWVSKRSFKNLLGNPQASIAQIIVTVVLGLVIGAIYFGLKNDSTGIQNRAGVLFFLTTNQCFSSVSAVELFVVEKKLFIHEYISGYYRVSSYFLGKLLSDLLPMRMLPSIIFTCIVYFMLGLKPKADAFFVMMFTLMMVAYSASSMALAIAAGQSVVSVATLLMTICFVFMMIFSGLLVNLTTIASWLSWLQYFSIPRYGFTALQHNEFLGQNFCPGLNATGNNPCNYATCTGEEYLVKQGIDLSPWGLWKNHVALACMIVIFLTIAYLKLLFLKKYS
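Times: 10 min at 25 °C | Test system: Two drug-resistant human cell lines, ABCG2 and ABCB1 | Quantity: 3 million cells/mL final, two lines in 1:1 ratio | Signal: Flow cytometry, 530 nm JC-1 signal | Dosing: Compound at 6.6 µM | Controls: Nicardipine and DMSO wells | Reagent: JC-1 as fluorescent efflux pump substrate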
Mcl1-Noxa inh: Mcl-1/Noxa interaction inhibition; Q07820; 1.5% of 220,000 active; TR-FRET Mcl-1/Noxa peptide binding, 2 h; inhibition, % at 21.7 µM;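 active means compounds that cut the protein-peptide binding signal by more than 50% relative to plate controls in a single-dose test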;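 further: His-tagged Mcl-1 with rhodamine Noxa BH3 peptide and terbium anti-His antibody; 0% = Mcl-1 plus Noxa peptide wells and 100% = peptide-only wells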
HRas wt GTP bind: changes GTP binding to wildtype human HRas | AID 759 | GST-Ras wt beads, Bodipy-FL-GTP binding, flow cytometry; actives lie on both sides | GTP binding activity, % at 10 µM | P01112 | 0.14% of 190,000 active;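 active means GTP binding activity at least 20% away from the 100% baseline, either lowered as inhibitor or raised as activator; inconclusive means flagged as likely green fluorescent, judged across all proteins in the well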;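 further: 0% = unlabeled GTP competition control and 100% = no-compound control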
Target sequence (P01112 whole entry, looked up): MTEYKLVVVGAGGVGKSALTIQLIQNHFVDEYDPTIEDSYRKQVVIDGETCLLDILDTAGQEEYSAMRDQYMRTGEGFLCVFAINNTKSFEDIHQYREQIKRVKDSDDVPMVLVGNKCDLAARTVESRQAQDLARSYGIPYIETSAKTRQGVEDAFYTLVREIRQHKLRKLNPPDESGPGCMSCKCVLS
Rac1 wt GTP bind: modulators of human Rac1 wildtype GTP binding. AID 757. GST-Rac1 beads, fluorescent GTP binding, flow cytometry; actives lie on both sides; 0 = cold GTP competed, 100 = untreated. GTP binding activity (% of control), % at 10 µM. 0.27% of 190,000 active. P63000;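 active means GTP binding activity at least 20 points away from the 100% control level, either lower or higher; inconclusive means compound flagged as likely green fluorescent, judged across all proteins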
Rab7 wt GTP bind: alters GTP binding to wildtype dog Rab7. GST-Rab7 beads, fluorescent GTP binding, flow cytometry; actives lie on both sides; untreated = 100%, excess cold GTP = 0%. GTP binding activity (percent of control), % at 10 µM. 0.055% of 190,000 active. AID 758;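 active means fluorescent GTP binding to Rab7 beads changed by at least 20 points from the 100% baseline, either direction, mostly lower; inconclusive means compound itself probably fluorescent, or too few beads counted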;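 further: median green fluorescence of bound Bodipy-FL-GTP per Rab7 bead population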
Pf gametocyte: P. falciparum stage V gametocyte viability inhibition. P. falciparum stage V gametocytes, ATP luminescence, 24 h. inhibition, % at 10.9 µM. 0.065% of 150,000 active. AID 743093;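 active means inhibition above the mean plus 3 SD of compounds within the control limits, set per campaign, cut at about 38% in these data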;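 further: 0% = DMSO wells and 100% = medium only without gametocytes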
Rac1 act GTP bind: alters GTP binding to activated mutant human Rac1; P63000; percent activity (GTP binding), % at 10 µM; GST-Rac1 activated beads, fluorescent GTP binding, flow cytometry; actives lie on both sides; 100% means binding = to untreated wells; 0.11% of 190,000 active;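 active means GTP binding at least 20 percentage points away from the 100% baseline, in either direction, so actives lie on both sides; inconclusive means Compound likely fluorescent itself, or too few beads counted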
Cdc42 wt GTP: human Cdc42 wildtype GTP binding change, either direction. P60953. GST-Cdc42 beads, Bodipy-GTP binding, flow cytometry; actives lie on both sides. percent activity (GTP binding), % at 10 µM. 0.2% of 190,000 active;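 active means percent activity GTP binding at least 20 points away from the 100% baseline, either down as inhibitor or up as activator; inconclusive means compound flagged as likely green fluorescent from well-wide comparison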;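 further: median bead fluorescence of bound Bodipy-FL-GTP at 100 nM; 0% = excess unlabeled GTP control and 100% = no compound control; below 100% means less GTP binding so inhibitor and above means activator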
Target sequence (P60953 whole entry, looked up): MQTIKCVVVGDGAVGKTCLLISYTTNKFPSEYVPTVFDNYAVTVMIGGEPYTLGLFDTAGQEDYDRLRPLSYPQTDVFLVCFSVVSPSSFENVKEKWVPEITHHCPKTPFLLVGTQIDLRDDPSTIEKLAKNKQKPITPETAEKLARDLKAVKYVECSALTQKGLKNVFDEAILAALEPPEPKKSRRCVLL
Rab2A wt mod: changes GTP binding to wildtype dog Rab2A, up or down; P61105; GST-Rab2 wt beads, Bodipy-GTP binding, flow cytometry; GTP binding activity, % at 10 µM; 0.19% of 190,000 active;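 active means GTP binding activity at least 20 points away from 100%, either lowered or raised; inconclusive means signal likely due to the compound's own green fluorescence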;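 further: 0% = beads with excess unlabeled GTP and 100% = no-compound control corrected for plate trend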
Starred values were filed as active, the others as inactive; ? = inconclusive; . = not tested or not shown.

SMILES | ABCB1 inh | Avidin bead fluor | ABCG2 inh | Mcl1-Noxa inh | HRas wt GTP bind | Rac1 wt GTP bind | Rab7 wt GTP bind | Pf gametocyte | Rac1 act GTP bind | Cdc42 wt GTP | Rab2A wt mod
Cc1ccc(-c2ccc(C3C(C#N)=C(N)Oc4n[nH]c(C)c43)o2)cc1 (centres undefined) | -0.1 | 37 | 0 | -2 | 96 | 92 | 95 | -6 | 91 | 93 | 93
Cc1ccc(C(=O)Oc2coc(CSc3nnc(NC(=O)c4cccs4)s3)cc2=O)cc1C | 0.1 | 2 | 2 | 25 | ? | ? | ? | . | ? | ? | ?
CC(C)COc1cc(=O)[nH]c(SCC(C)C)n1 | 0.1 | 8 | 1 | -10 | 99 | 98 | 100 | . | 97 | 99 | 97
O=C(Nc1ccc2nn(-c3ccccc3)nc2c1)c1ccc2c(c1)OCO2 | 0.0 | 25 | 0 | -11 | 100 | 105 | 99 | -4 | 99 | 105 | 98
CCOC(=O)N1CCN(c2c(NCCc3ccccc3)c(=O)c2=O)CC1 | 0.4 | 6 | 1 | -21 | 102 | 102 | 102 | . | 99 | 103 | 101
CCOc1cccc(C2C(C(=O)c3cccs3)=C(O)C(=O)N2Cc2cccnc2)c1 (centres undefined) | -0.2 | 13 | 4 | 18 | 94 | 99 | 93 | 7 | 91 | 93 | 91
CCCCNC(=O)c1onc(CSc2cccc(F)c2)c1C(=O)O | 0.3 | 11 | 4 | 27 | 90 | 88 | 90 | 1 | 83 | 87 | 85
O=c1c2ccccc2cnn1-c1ccc(Br)cc1 | 0.3 | 14 | 4 | -1 | 106 | 103 | 96 | -2 | 103 | 106 | 105
CCN(CC)c1ncnc2sc(C(=O)N3CCN(c4ccc(OC)cc4)CC3)c(C)c12 | 0.1 | 7 | 1 | 43 | 101 | 107 | 102 | . | 97 | 102 | 101
Cc1cc(-c2ccccc2)n(-c2cc(N/N=C/c3ccccc3O)ncn2)n1 | 4.7 | 15 | 7 | 7 | 95 | 95 | 93 | -8 | 94 | 95 | 92
CC(C)N(CCCNC(=O)C1CCN(S(=O)(=O)N2CCOCC2)CC1)Cc1ccccc1 | 1.0 | 9 | 1 | -3 | 101 | 103 | 101 | . | 98 | 100 | 100
CC(=O)C1=NN(c2ccccc2)C(c2cccs2)N1c1ccccc1 (centres undefined) | 0.1 | 4 | 0 | 12 | 99 | 99 | 98 | . | 97 | 100 | 97
CCOc1ccccc1NC(=O)Cn1cnc2c(nnn2-c2cccc(OC)c2)c1=O | 0.5 | 22 | 6 | 10 | 99 | 102 | 97 | . | 99 | 101 | 99
Nc1nc(COc2ccc(F)cc2Cl)nc(N2CCCCC2)n1 | 0.9 | 11 | 10 | -4 | 99 | 103 | 107 | 17 | 99 | 99 | 101
CSC1=NSC2=NC(=O)/C(=C\c3coc4ccccc4c3=O)C(=N)N12 | 11 | 4 | 63 | -31 | 96 | 97 | 97 | -4 | 97 | 94 | 91
CCOC(=O)c1cc(-c2cccc(C(F)(F)F)c2)nc2nc(SC)[nH]c(=O)c12 | -3.4 | 11 | 6 | 2 | 99 | 97 | 101 | 7 | 96 | 99 | 96
CCO[C@@H]1OC(C(=O)N2CCCCCCC2)=C[C@H](c2ccc3c(c2)OCO3)[C@H]1CCCO | 0.3 | 9 | 0 | 2 | 96 | 96 | 95 | 18 | 96 | 97 | 96
CC(=O)N1CCc2cc(S(=O)(=O)NCCC(=O)Nc3cccc(C)c3)ccc21 | 0.9 | 21 | 2 | 0 | 98 | 103 | 95 | 9 | 99 | 102 | 99
Cc1cccn2c(=O)c3cc(C(=O)NCCN4CCOCC4)c(=N)n(CCc4ccccc4)c3nc12 | -5.6 | 9 | -3 | 18 | 95 | 92 | 91 | . | 96 | 93 | 91
O=C(CSc1nnc(-c2ccccn2)o1)Nc1ccccc1 | 0.2 | 10 | 3 | 2 | 97 | 97 | 93 | 4 | 94 | 96 | 94
COc1ccccc1NC(=O)CN(Cc1ccccc1)S(C)(=O)=O | -0.1 | 5 | 0 | -11 | 99 | 103 | 98 | . | 97 | 100 | 98
COC(=O)c1nc2cc(C)ccn2c1F | 0.3 | 8 | 3 | 4 | 101 | 104 | 98 | . | 99 | 100 | 100
O=c1[nH]c2ccc(NC(=S)Nc3ccc(Cl)cc3Cl)cc2[nH]1 | 0.0 | 9 | 0 | 47 | 97 | 98 | 92 | -7 | 93 | 97 | 94
COc1ccc(CCNC(=O)CN2CCN(c3cccc(Cl)c3)CC2)cc1OC | 0.7 | 12 | 2 | -17 | 99 | 101 | 98 | 10 | 99 | 100 | 99
O=C(NCc1cccnc1)C1CCCN(Cc2cnn(-c3ccccc3)c2-n2cccc2)C1 (centres undefined) | 0.3 | 5 | 1 | 7 | 95 | 95 | 94 | -1 | 94 | 95 | 94
N#Cc1c(N)nc(SCc2ccncc2)c(C#N)c1-c1cccs1 | 2.0 | 13 | 2 | 2 | 104 | 105 | 100 | -12 | 99 | 97 | 100
COC(=O)C1=C(C)N(CCc2cc(OC)c(OC)c(OC)c2)C(=O)N[C@H]1c1cccs1 | 2.0 | 10 | 18 | 6 | 98 | 102 | 97 | . | 98 | 104 | 98
CS(=O)(=O)c1nc2c(cc1C#N)CCCC2 | 0.8 | 6 | 1 | 22 | 94 | 101 | 87 | 11 | 100 | 97 | 91
COC(=O)CNC(c1ccccc1)c1cc(Br)ccc1NS(=O)(=O)c1ccc(C)cc1 (centres undefined) | -0.2 | 4 | -2 | -5 | 101 | 101 | 101 | 11 | 100 | 99 | 101
COCCCn1c(SCC(=O)NNC(=O)c2cccc(O)c2)nnc1-c1ccncc1 | -0.1 | 7 | 0 | 6 | 95 | 95 | 102 | 6 | 94 | 95 | 99
CCN1C(=O)CC(N2CCOCC2)C1=O (centres undefined) | 0.1 | 0 | 0 | -14 | 99 | 102 | 100 | . | 100 | 101 | 101
O=C(CSc1nnc(Cc2ccc(Cl)cc2)o1)Nc1ccccc1 | -0.1 | 10 | 15 | 9 | 96 | 93 | 101 | 4 | 88 | 92 | 95
C/C(N)=C(/C#N)C(=O)CSc1nc2ccccc2n1CC(C)C | 0.6 | 15 | 25 | 7 | 100 | 104 | 99 | -3 | 98 | 102 | 102
O=C(NCc1ccco1)c1cccc(N2CCCC2=O)c1 | 0.7 | 7 | 4 | 1 | 100 | 99 | 93 | . | 97 | 103 | 97
CCC1COC(c2cccn2Cc2ccccc2Cl)=N1 (centres undefined) | 0.3 | 6 | 0 | 12 | 93 | 94 | 96 | 1 | 89 | 95 | 90
Cc1cnc(NC(=O)CCNC(=O)c2ccccc2Cl)s1 | -0.1 | 12 | 0 | 16 | 95 | 97 | 97 | -1 | 96 | 92 | 96
COc1ccc2c(c1OC)C(=O)OC2CC(=O)c1ccc2c(c1)OCO2 (centres undefined) | 0.2 | 9 | 3 | 18 | 101 | 104 | 100 | -13 | 97 | 101 | 100
Cc1ccc(NC(=O)CN2CCCC2)c2c1CC(C)(C)O2 | 0.5 | 3 | 3 | 3 | 97 | 99 | 98 | . | 96 | 99 | 98
CN(C)c1ccc(CN(C(=O)c2ccco2)C2CCS(=O)(=O)C2)cc1 (centres undefined) | 0.3 | 29 | -4 | 5 | 100 | 107 | 96 | . | 101 | 104 | 100
CC(=O)c1cc(C(=O)N2CCc3c([nH]c4ccccc34)C2C2CCCCC2)[nH]n1 (centres undefined) | 1.2 | 9 | 6 | 1 | 95 | 96 | 98 | 34 | 93 | 95 | 95

Compound profiles (already shown). Order of values: ABCB1 inh	Avidin bead fluor	ABCG2 inh	Mcl1-Noxa inh	HRas wt GTP bind	Rac1 wt GTP bind	Rab7 wt GTP bind	Pf gametocyte	Rac1 act GTP bind	Cdc42 wt GTP	Rab2A wt mod
`CS(=O)(=O)c1nc2c(cc1C#N)CCCC2` across the screens: 0.8	6	1	22	94	101	87	11	100	97	91
`COC(=O)C1=C(C)N(CCc2cc(OC)c(OC)c(OC)c2)C(=O)N[C@H]1c1cccs1` across the screens: 2.0	10	18	6	98	102	97	.	98	104	98
`COCCCn1c(SCC(=O)NNC(=O)c2cccc(O)c2)nnc1-c1ccncc1` across the screens: -0.1	7	0	6	95	95	102	6	94	95	99

(list continues)
SMILES | ABCB1 inh | Avidin bead fluor | ABCG2 inh | Mcl1-Noxa inh | HRas wt GTP bind | Rac1 wt GTP bind | Rab7 wt GTP bind | Pf gametocyte | Rac1 act GTP bind | Cdc42 wt GTP | Rab2A wt mod
O=C(c1nc2nc(-c3cccs3)cc(C(F)(F)F)n2n1)N1CCN(Cc2ccccc2)CC1 | 1.3 | 4 | 9 | -1 | 97 | 97 | 97 | . | 97 | 99 | 97
Cc1nc2cc(NC(=O)NCc3ccccc3)ccc2o1 | 0.7 | 15 | 29 | -14 | 100 | 106 | 101 | -11 | 102 | 103 | 101
CCOC(=O)C[N+](CC)(CC)CC#Cc1ccccc1 | 0.4 | 3 | 3 | -2 | 105 | 107 | 103 | 19 | 102 | 105 | 102
O=C(Nc1cccnc1)C1COc2ccccc2O1 (centres undefined) | 0.6 | 18 | 6 | -6 | 102 | 103 | 102 | 5 | 100 | 102 | 101
COc1ccc(CNC(=O)C2CSC(c3ccc(OC)cc3)N2C(C)=O)cc1 (centres undefined) | 1.1 | 123* | 1 | 16 | 97 | 99 | 95 | . | 94 | 98 | 98
O=C(NCc1ccccc1)NC1(C(=O)N2CCCC2)CCCCC1 | 0.0 | 4 | 0 | -10 | 102 | 105 | 101 | . | 101 | 102 | 100
O=C(CN1CCN(Cc2ccc(Cl)cc2)C1=O)NCCN1CCCC1 | -0.2 | 7 | 5 | -10 | 99 | 98 | 98 | . | 97 | 97 | 98
CCN1CCCC1CNCc1ccc(Cl)cc1Cl (centres undefined) | 0.8 | 6 | 3 | 0 | 105 | 108 | 108 | . | 100 | 108 | 101
CCC1S/C(=C(\C#N)C(=O)NCc2ccco2)N(c2ccc(F)cc2)C1=O (centres undefined) | 0.4 | 8 | 4 | 0 | 101 | 106 | 100 | . | 100 | 106 | 101
CCOC(=O)c1cc2sc(C)cc2n1CC(=O)Nc1cccc(C)c1C | 2.0 | 36 | 28 | 6 | 99 | 103 | 103 | . | 98 | 100 | 98
CCOc1ccc(C(CC(=O)O)NC(=O)CCCOc2ccc(Cl)cc2C)cc1 (centres undefined) | 0.4 | 6 | 1 | 15 | 91 | 92 | 92 | 5 | 88 | 90 | 89
CCN(CC)c1ccc(C(=O)NC(=S)Nc2cc(S(=O)(=O)N3CCOCC3)ccc2-n2cncn2)cc1 | 1.1 | 5 | 4 | 14 | 98 | 103 | 98 | -9 | 102 | 99 | 100

Screens (PubChem)
